# Screens as filed in PubChem.
# CRFR2-BP antag: antagonists of CRF-BP/CRF-R2 complex, primary screen, cell-based, HEK293, calcium dye fluorescence, uHTS. CRF-induced calcium fluorescence. inhibition, % at 11.8 µM. actives 0.59% (n = 350,000). AID 588475, 2011;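 active = inhibition of the ligand-induced calcium signal above about 50% at the single tested concentration, limit read from the data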
# CHRM4 PAM: human M4 muscarinic receptor positive allosteric modulators, primary screen, CHO-K1 cells, Fluo-8 calcium fluorescence; CHO-K1 hM4/Gqi5, ACh EC20; 0% = ACh EC20, 100% = maximal ACh; actives 0.4% (n = 360,000); Muscarinic acetylcholine receptor M4 (Homo sapiens), P08173; AID 624126, 2012; activation, % at 3 µM;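 active = activation above its plate's cutoff, the mean activation of sample wells plus 3 SD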; note: some results filed as inactive read as strong as hits
# M4 antag: human M4 muscarinic receptor antagonists, primary screen, CHO cells, Fluo-8 calcium fluorescence | Muscarinic acetylcholine receptor M4 (Homo sapiens), P08173 | CHO-hM4 cells, ACh EC80 | inhibition, % at 3 µM | actives 0.73% (n = 360,000) | AID 624125, 2012;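 active = inhibition above its plate's cutoff, the mean inhibition of sample wells plus 3 SD, cut at about 27% in these data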;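 note: 0% = acetylcholine EC80 with DMSO and 100% = DMSO without agonist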
# CRFR2-BP ag: agonists of CRF-BP/CRF-R2 complex, primary screen, cell-based, HEK293, calcium dye fluorescence, uHTS; actives 0.46% (n = 350,000); CRF-binding protein / CRF receptor 2 complex (human); calcium dye fluorescence (FLIPR); percent of saturating CRF peptide response; activation, % at 13.2 µM;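 active = activation of at least 50%, plus an integration ratio under a set limit after plate pattern correction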;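 note: plate controls were neutral control wells without compound for no effect and CRF at EC100 for full effect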
# M5 antag: human M5 muscarinic receptor antagonists, primary screen, CHO cells, Fluo-8 calcium fluorescence; Muscarinic acetylcholine receptor M5 (Homo sapiens), P08912; CHO-hM5 cells, ACh EC80; inhibition, % at 3 µM; actives 0.59% (n = 360,000); AID 624040, 2012;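 active = inhibition above a per-plate cutoff, the mean of that plate's test compounds plus 3 SD, cut at about 27% in these data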;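 note: 0% = acetylcholine EC80 with DMSO and 100% = DMSO without agonist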
# IDE cell inh: human IDE inhibitors in live cells, primary screen, fluorescence polarization, HEK cells, FAbetaB substrate; FAbetaB cleavage; inhibition, % at 5.59 µM; AID 434962, 2010; actives 0.41% (n = 320,000);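 active = percent inhibition above the average of all tested compounds plus 3 SD, set per screening campaign, cut at about 16% in these data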;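 note: IDE supplied by intact live HEK cells; FP after avidin binding of uncleaved biotin substrate so inhibition keeps polarization high; 0% = DMSO wells and 100% = 60 µM reference IDE inhibitor Ii1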
# Target sequence (P14735 whole entry, looked up): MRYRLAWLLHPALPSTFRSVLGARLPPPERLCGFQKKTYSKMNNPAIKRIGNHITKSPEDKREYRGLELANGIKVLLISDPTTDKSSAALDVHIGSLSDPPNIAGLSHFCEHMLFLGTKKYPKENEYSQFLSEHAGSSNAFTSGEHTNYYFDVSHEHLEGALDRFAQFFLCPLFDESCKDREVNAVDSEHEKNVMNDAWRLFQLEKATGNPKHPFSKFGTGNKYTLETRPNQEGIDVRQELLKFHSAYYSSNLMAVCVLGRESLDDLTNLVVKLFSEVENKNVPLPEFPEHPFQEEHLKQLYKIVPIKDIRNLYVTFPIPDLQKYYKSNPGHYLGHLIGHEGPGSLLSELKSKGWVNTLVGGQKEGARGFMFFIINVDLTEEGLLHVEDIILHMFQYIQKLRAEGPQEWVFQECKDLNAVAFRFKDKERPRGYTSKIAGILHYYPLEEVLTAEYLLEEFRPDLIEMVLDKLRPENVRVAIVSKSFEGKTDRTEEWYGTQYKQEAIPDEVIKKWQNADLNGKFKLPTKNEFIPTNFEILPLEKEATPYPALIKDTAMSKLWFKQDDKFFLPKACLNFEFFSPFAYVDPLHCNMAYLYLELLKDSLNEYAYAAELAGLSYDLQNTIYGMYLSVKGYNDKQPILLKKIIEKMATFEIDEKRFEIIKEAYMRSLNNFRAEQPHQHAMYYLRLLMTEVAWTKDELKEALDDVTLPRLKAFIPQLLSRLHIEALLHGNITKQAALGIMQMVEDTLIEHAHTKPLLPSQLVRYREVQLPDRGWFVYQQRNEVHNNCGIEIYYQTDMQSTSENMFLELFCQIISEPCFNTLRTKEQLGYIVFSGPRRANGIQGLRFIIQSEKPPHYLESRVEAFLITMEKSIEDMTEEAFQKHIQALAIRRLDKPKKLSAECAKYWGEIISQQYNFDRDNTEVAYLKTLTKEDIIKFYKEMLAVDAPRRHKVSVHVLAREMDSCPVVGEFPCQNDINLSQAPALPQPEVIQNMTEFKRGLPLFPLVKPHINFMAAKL
# CHRM5 PAM: human M5 muscarinic receptor positive allosteric modulators, primary screen, CHO-K1 cells, Fluo-8 calcium fluorescence. CHO-K1 hM5, ACh EC20 PAM; 0% = ACh EC20, 100% = ACh EC100. Muscarinic acetylcholine receptor M5 (Homo sapiens), P08912. actives 0.3% (n = 360,000). activation, % at 3 µM;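 active = activation above the run cutoff, the mean activation of all test compounds plus 3 SD, cut at about 18% in these data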
#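 Test system: CHO-K1 hM5 cells / Doses: single-point, 3 µM nominal / Times: Post-acetylcholine fluorescence recording 140 s / Technique: Fluo-8 calcium fluorescence / Measure: Max/basal fluorescence ratio as % of EC20–EC100 ACh window / Benchmarks: low control EC20 acetylcholine (0%), high control EC100 acetylcholine (100%) / Replicates: one well per compound, no replicates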
# CHRM5 agonist: human M5 muscarinic receptor agonists, primary screen, CHO-K1 cells, Fluo-8 calcium fluorescence; Muscarinic acetylcholine receptor M5 (Homo sapiens), P08912; CHO-K1 hM5 cells; 0% DMSO wells, 100% maximal acetylcholine response; actives 0.19% (n = 360,000); activation, % at 3 µM;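 active = activation above the run's mean over test compounds plus 3 SD, cut at about 23% in these data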;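 note: signal is peak over basal fluorescence ratio across the kinetic read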
# CHRM4 agonist: human M4 muscarinic receptor agonists, primary screen, CHO-K1 cells, Fluo-8 calcium fluorescence. actives 0.14% (n = 360,000). AID 624127, 2012. Muscarinic acetylcholine receptor M4 (Homo sapiens), P08173. activation, % at 3 µM. CHO-K1 hM4/Gqi5; vehicle 0%, full acetylcholine response 100%;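 active = activation above the run mean over all test wells plus 3 SD, cut at about 32% in these data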;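 note: peak over basal fluorescence ratio per well then scaled between controls; 0% = DMSO wells and 100% = acetylcholine at EC100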
# * = called active by the depositor; / = not tested or not shown; & = joins results of further samples.
SMILES,CRFR2-BP antag,CHRM4 PAM,M4 antag,CRFR2-BP ag,M5 antag,IDE cell inh,CHRM5 PAM,CHRM5 agonist,CHRM4 agonist
COc1cccc(NC(=O)[C@@H]2CCCN2C(=O)C2CCN(S(=O)(=O)c3ccc(C)cc3)CC2)c1,-8,5,-9,-0.1,1,3,-6,-3,0
Cc1ccc(N2C(=O)c3ccccc3C2=O)cc1Cl,12,4,-5,-1.5,6,4,-5,-5,0
O=C(NC(Cc1ccccc1)c1nc2ccccc2[nH]1)c1cccc([N+](=O)[O-])c1 (stereo not given),12,-10,-6,-2.4,14,7,-10,-3,9
CCOC(=O)c1[nH]c(C)c(C(=O)OC)c1C,8,-15,6,-1.1,19,5,-10,-6,1
OC(Cn1cccn1)c1ccccc1 (stereo not given),9,0,4,0.2,-5,-2,4,-5,1
CN[C@H](C(=O)NC[C@H]1O[C@@H](n2cnc3c(N)ncnc32)[C@H](O)[C@@H]1O)[C@@H](C)OCc1ccccc1,-2,4,-10,-0.7,6,/,-5,3,-1
CCOC(=O)c1ccc(Nc2nc(=O)c3cccnc3s2)cc1,3,-7,6,-2.1,1,5,-8,1,0
CCOC(=O)CN1C(=O)/C(=C/c2ccc(Cl)cc2)Oc2ccccc21,11,13,-11,-1.2,3,4,0,-4,1
Cc1ccc(S(=O)(=O)N2CCOCC2)cc1C(=O)NC1CCCC1,8,-2,2,-0.4,3,2,8,0,1
COc1ccc(OC)c(NC(=S)Nc2ccccc2)c1,11,0,-10,-1.3,-1,1,-2,-1,0
Cn1c(=O)cc(OCC(=O)NCCCN2CCN(c3ccccc3F)CC2)c2ccccc21,-32,0,0,7.3,-2,0,-4,-4,-1
C=CCn1c(SCC(=O)Nc2sc3c(c2C#N)CCC(C)C3)nc2cc(C(=O)O)ccc2c1=O (stereo not given),13,3,-10,0.3,4,6,5,6,0
CCOc1ccc(S(=O)(=O)N(C)c2ccc(OCC(=O)NCc3ccco3)cc2)cc1,26,-4,-2,3.8,0,-4,-6,-9,3
CC(C)c1cc(CNC(=O)c2ccc(OC3CCN(Cc4ccccn4)CC3)cc2)on1,5,-11,-6,4.0,6,-1,-5,-5,2
CC(=O)C1=CCC(c2ccc(Cl)cc2)N(S(=O)(=O)c2ccc(C)cc2)C1 (stereo not given),/,-12&-12,5&7,/,8&5,/,-10&-11,-2&0,6&2
O=C(CCc1ccccc1)NCc1ccc(F)cc1,-5,-4,-7,-0.5,4,-2,1,3,0
O=C(Nc1ncccc1O)c1ccc2c(c1)OCCO2,4,-2,-2,1.3,5,-1,1,-4,0
O=C1CCCN1CC(=O)N1CCCC(Nc2cccc(F)c2)C1 (stereo not given),-14,-1,-4,0.4,2,5,-3,-3,0
C=CCn1c(SCC(=O)NCCO)nc2sc(C)c(C)c2c1=O,9,6,-1,2.5,-15,-4,8,0,1
Cc1nn(-c2nc(-c3ccco3)cc(C(F)(F)F)n2)c(C)c1Br,-37,-2,5,-0.1,1,-2,-5,2,0
Cc1ccc(-n2c(Cn3c(C)nc4ccccc43)n[nH]c2=S)cc1,-5,1,4,1.9,9,-7,-2,-1,1
COc1ccc(CNC(=O)C2(C)Cc3ccccc3C(=O)O2)cc1 (stereo not given),11,4,5,0.7,6,-6,0,-1,1
CC(=O)[C@H]1CC[C@H]2[C@@H]3C=CC4=CC(=O)CC[C@@]4(C)[C@@H]3CC[C@]12C,3,-4,8,0.5,3,0,-9,1,5
CC1CC(=O)c2cnc(NCc3ccco3)nc2C1 (stereo not given),2,12,-18,0.5,-2,-1,1,-8,2
Cc1ccc(C)c(/C=N/NC(=S)NCCc2ccccc2)c1,9,3,-7,-1.3,10,-2,1,-1,-1

# Ordered by value in M4 antag (rising): 3 from the list above.
Structure	CRFR2-BP antag	CHRM4 PAM	M4 antag	CRFR2-BP ag	M5 antag	IDE cell inh	CHRM5 PAM	CHRM5 agonist	CHRM4 agonist
CC1CC(=O)c2cnc(NCc3ccco3)nc2C1 (stereo not given)	2	12	-18	0.5	-2	-1	1	-8	2
O=C(CCc1ccccc1)NCc1ccc(F)cc1	-5	-4	-7	-0.5	4	-2	1	3	0
Cn1c(=O)cc(OCC(=O)NCCCN2CCN(c3ccccc3F)CC2)c2ccccc21	-32	0	0	7.3	-2	0	-4	-4	-1

# Limited to M5 antag, CHRM5 agonist and CRFR2-BP antag (6 entries from above):
compound	M5 antag	CHRM5 agonist	CRFR2-BP antag
Cc1ccc(S(=O)(=O)N2CCOCC2)cc1C(=O)NC1CCCC1	3	0	8
COc1ccc(OC)c(NC(=S)Nc2ccccc2)c1	-1	-1	11
Cn1c(=O)cc(OCC(=O)NCCCN2CCN(c3ccccc3F)CC2)c2ccccc21	-2	-4	-32
C=CCn1c(SCC(=O)Nc2sc3c(c2C#N)CCC(C)C3)nc2cc(C(=O)O)ccc2c1=O (stereo not given)	4	6	13
CCOc1ccc(S(=O)(=O)N(C)c2ccc(OCC(=O)NCc3ccco3)cc2)cc1	0	-9	26
CC(C)c1cc(CNC(=O)c2ccc(OC3CCN(Cc4ccccn4)CC3)cc2)on1	6	-5	5

# Continued.
SMILES,CRFR2-BP antag,CHRM4 PAM,M4 antag,CRFR2-BP ag,M5 antag,IDE cell inh,CHRM5 PAM,CHRM5 agonist,CHRM4 agonist
COC(=O)c1cc(S(=O)(=O)N2CCN(C(=O)c3ccco3)CC2)cn1C,-10,-1,3,0.5,-14,-2,4,-1,1
CN(C)S(=O)(=O)c1cccc(-c2nn(-c3ccccc3)cc2/C=C2\SC(=S)N(CC(=O)O)C2=O)c1,23,5,-8,2.4,-4,-2,-1,-2,0
Cc1nn(CC(=O)N2CCOCC2)c(=O)c2ccccc12,0,0,8,-2.9,-3,5,2,1,0
CCN1CCCC1CNC(=O)C(NC(=O)C1CCC(C)CC1)C(C)C (stereo not given),-8,3,1,3.9,5,0,2,1,-1
CCN(CC)S(=O)(=O)c1ccc(C(=O)N2CCc3ccccc32)cc1,-5,-19,7,-1.0,13,5,-18,-4,21
O=S(=O)(Nc1ccc(-c2ccc(N3CCOCC3)nn2)cc1)c1ccc(Cl)c(Cl)c1,-8,-8,7,0.7,9,1,-14,3,22
O=C(O)CCCNC(=O)c1cncc(Br)c1,-5,4,-10,2.5,-8,1,2,0,1
CCOC(=O)N1CCN(c2ccccc2OC)CC1,9,-24,15,0.0,9,6,-17,3,7
O=C1c2ccccc2NC(c2cccs2)N1O (stereo not given),8,8,-10,-1.3,6,/,-3,-1,2
CCOC(=O)C1=CN(Cc2cccc(F)c2)S(=O)(=O)N(C)C1c1ccc2ccccc2c1 (stereo not given),3,-7,-6,6.6,-9,/,1,0,2
CCCN(C(=O)Cc1coc2cc(OC)ccc12)C1CCS(=O)(=O)C1 (stereo not given),-4,2,-4,1.4,15,-2,-11,0,3
COC(=O)C1(CCSC)NC(c2ccc(O)cc2)C2C(=O)N(c3ccc4c(c3)OCCO4)C(=O)C21 (stereo not given),-7,-7,-3,-0.9,4,-3,-6,2,6
Cc1ccc(CNc2ccc(O)cc2)cc1,31,7,-4,-0.5,-7,/,0,-4,0
NC1=C(O)C(=O)C(c2ccccc2)O1 (stereo not given),0,0,-8,-0.2,6,-1,-2,-2,0
O=C(NCCN1C(=O)S/C(=C\c2ccccc2Cl)C1=O)C1=COCCO1,-4,3,-8,0.2,4,1,1,1,1
Cc1ccc(CNc2ccc(N3C(=O)CC(C)C3=O)cc2[N+](=O)[O-])cc1 (stereo not given),-4,-2,7,-0.5,6,4,-5,2,6
CCC1=NN(C(=O)C(=O)Nc2ccc(Br)cc2)C(O)(C(F)(F)F)C1 (stereo not given),0,5,-8,-0.3,2,-3,-3,5,6
CC(Sc1nn(-c2ccc(Cl)cc2)c(=S)s1)C(=O)NCC1CCCO1 (stereo not given),5,1,-6,-1.2,-5,-2,8,-3,2
COc1ccc(C(=O)NCCn2cc(SCC(=O)NCC3CCCO3)c3ccccc32)cc1OC (stereo not given),0,6,-5,-2.2,-7,-8,-2,0,6
CCOC(=O)CSc1nc2ccccc2n1CC(=O)NC(C)(C)C,2,1,1,-1.4,12,-2,-10,-6,0
CCOc1ccc(/C=N/NC(=O)C(C)Sc2ccccn2)cc1OCC (stereo not given),-1,10,-5,-1.1,-2,1,-4,-1,4
O=C(c1cccc(F)c1)N1CCN(C(=O)c2nn3cccnc3c2Cl)CC1,5,7,1,-2.2,6,0,6,-2,2
CC(NC(=O)COc1ccccc1)C1COc2ccccc2O1 (stereo not given),-22,11,-4,-0.2,-2,2,-11,-8,2
O=c1c2ccccc2nc(-c2cccs2)n1-c1ccc2ccccc2c1,-4,-6,-5,0.7,6,6,-4,-1,-2
C[C@@H]1CN([C@@H](C)CO)C(=O)CCCn2nncc2CO[C@H]1CN(C)S(=O)(=O)c1ccc(F)cc1,5,-7,6,2.7,7,/,-4,1,0

# 3 structures out of the list, sorted by SMILES length, low to high.
SMILES,CRFR2-BP antag,CHRM4 PAM,M4 antag,CRFR2-BP ag,M5 antag,IDE cell inh,CHRM5 PAM,CHRM5 agonist,CHRM4 agonist
O=C(O)CCCNC(=O)c1cncc(Br)c1,-5,4,-10,2.5,-8,1,2,0,1
CCC1=NN(C(=O)C(=O)Nc2ccc(Br)cc2)C(O)(C(F)(F)F)C1 (stereo not given),0,5,-8,-0.3,2,-3,-3,5,6
Cc1ccc(CNc2ccc(N3C(=O)CC(C)C3=O)cc2[N+](=O)[O-])cc1 (stereo not given),-4,-2,7,-0.5,6,4,-5,2,6

# Next entries
SMILES,CRFR2-BP antag,CHRM4 PAM,M4 antag,CRFR2-BP ag,M5 antag,IDE cell inh,CHRM5 PAM,CHRM5 agonist,CHRM4 agonist
COC(=O)C1=C(C)N(c2cc(C)cc(C)c2)/C(=C/c2ccco2)C1=O,-32,23,-9,-2.5,1,5,13,2,1
O=C(O)CC(NC(=O)c1sc2ccccc2c1Cl)c1ccc(OC2CCCC2)cc1 (stereo not given),31,0,4,-2.2,-3,1,1,-4,1
COc1ccc2oc(=N)c(-c3nnc4n3CCCCC4)cc2c1,3,0,2,3.7,1,9,3,-1,-1
NS(=O)(=O)c1ccc(NC(=O)CCCC(=O)O)cc1,6,-1,-3,-1.0,-9,-3,2,-1,0
CC(C)NS(=O)(=O)c1ccc(CCC(=O)NCc2ccc3c(c2)OCO3)cc1,-3,17,-8,1.0,5,-3,-2,2,0
CCOc1cc(N2CCOCC2)c(OCC)cc1NC(=O)COC(=O)c1ccc([N+](=O)[O-])o1,0,-1,4,1.2,0,3,10,1,3
